ERp5 inh – ERp5 (human) disulfide isomerase inhibition; ERp5 insulin aggregation, absorbance 650 nm, 90 min; inhibition, % at 9.99 µM; 350,000 compounds, 0.05% hits;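 active means mean replicate inhibition above about 25%, with every replicate also reaching it, limit read from the data, passing the limit was not always enough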
Target sequence (Q15084 whole entry, looked up): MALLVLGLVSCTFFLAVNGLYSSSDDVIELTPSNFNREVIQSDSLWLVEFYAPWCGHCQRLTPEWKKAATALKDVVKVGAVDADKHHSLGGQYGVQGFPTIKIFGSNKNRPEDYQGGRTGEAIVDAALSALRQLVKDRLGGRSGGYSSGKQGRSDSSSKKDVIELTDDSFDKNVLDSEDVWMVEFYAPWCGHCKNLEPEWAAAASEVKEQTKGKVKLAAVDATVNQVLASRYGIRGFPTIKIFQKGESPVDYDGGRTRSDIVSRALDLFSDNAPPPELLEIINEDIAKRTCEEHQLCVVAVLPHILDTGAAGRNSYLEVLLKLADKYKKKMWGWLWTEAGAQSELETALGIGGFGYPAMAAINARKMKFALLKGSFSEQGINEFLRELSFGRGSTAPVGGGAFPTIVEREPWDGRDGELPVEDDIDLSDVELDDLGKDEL
SIRT5 inh – inhibitors of human sirtuin-5 desuccinylase. Q9NXA8. Purified SirT5, succinyl-peptide AMC, trypsin-coupled fluorescence. inhibition, % at 15 µM. 330,000 compounds, 1.1% hits. AID 652115; in the data active means inhibition above about 15%
Target sequence (Q9NXA8 whole entry, looked up): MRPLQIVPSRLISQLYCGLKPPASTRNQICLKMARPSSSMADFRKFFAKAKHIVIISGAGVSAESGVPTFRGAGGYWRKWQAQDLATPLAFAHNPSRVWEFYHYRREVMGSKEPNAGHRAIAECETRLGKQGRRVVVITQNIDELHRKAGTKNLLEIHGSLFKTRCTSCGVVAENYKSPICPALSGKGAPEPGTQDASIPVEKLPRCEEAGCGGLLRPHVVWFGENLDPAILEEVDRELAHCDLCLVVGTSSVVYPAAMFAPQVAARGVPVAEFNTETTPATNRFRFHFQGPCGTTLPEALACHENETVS
* hit, by the source's call; & = joins results of further samples. Some of the compounds tested. The share of hits here may be higher or lower than overall.

SMILES | ERp5 inh | SIRT5 inh
O=C(NC[C@@H]1CC[C@H]2[C@H](CN2Cc2cccc(Cl)c2)O1)C1CCC1 | 3 | -6
Cc1ccccc1-c1ccc([C@@H]2[C@@H](CO)N3C(=O)CN(C(=O)Nc4ccc(F)cc4)C[C@H]23)cc1 | 5 | 0
COC(=O)C1=C(C)N(C)C(=NCc2ccccc2C(F)(F)F)NC1c1ccc(C(F)(F)F)cc1 (stereo not drawn) | 6 | -2
Cc1noc(C)c1NC(=O)Nc1cccc2c1O[C@H](CN(C)Cc1ccc(C(=O)Nc3ccccc3N)cc1)[C@H](C)CN([C@H](C)CO)C2=O | 2 | -3
COc1ccc2c3c([nH]c2c1)[C@H](CO)N(Cc1ccccc1F)CC31CCN(C(=O)C2CCOCC2)CC1 | -3 | -1
CC(C)NC(=O)OC[C@@H]1CSCCS(=O)(=O)N1 | 1 | 1
O=C(C1CCC1)N1CC2(C1)[C@H](c1ccccc1)[C@H](CO)N2C(=O)CC1CC1 | 2 | -1
COCC(=O)N1[C@H](CO)[C@H](c2ccccc2)C12CN(C(=O)NC1CCCC1)C2 | 2 | 5
O=C(C1CCC1)N1CC2(C1)[C@H](c1ccccc1)[C@@H](CO)N2Cc1ccccc1F | 10 | -11
COc1ccc2c3c(n(C)c2c1)[C@H](CO)N(CC1CC1)CC31CN(C(=O)c2ccc3c(c2)OCO3)C1 | -4 | 2
N#C[C@@H]1[C@H](c2ccccc2C2=CCCCC2)[C@@H](CO)N1C(=O)NC1CCCCC1 | -6 | -1
CC(C)CC#Cc1ccc([C@H]2[C@@H](CO)N3C(=O)CN(C(=O)Nc4ccc(F)cc4)C[C@@H]23)cc1 | 10 | 4
COc1cccc(NC(=O)N2CC3(C2)[C@@H](c2ccccc2)[C@@H](CO)N3C(C)=O)c1 | -2 | -2
OC(c1nnc(-c2ccccc2)o1)c1cccs1 (stereo not drawn) | 5 | -2
CCS(=O)(=O)N1CC(=O)N2[C@@H](CO)[C@H](c3ccc(C#CCC(C)C)cc3)[C@@H]2C1 | 4 | -3
CCOc1ccc(CN2CCN(Cc3nc(C(C)C)cs3)CC2CCO)cc1 (stereo not drawn) | 0 | -5
CN1C(=O)c2cc(NC(=O)C3CC3)ccc2OC[C@@H]2O[C@H](CC(=O)NCc3ccccc3F)CC[C@H]21 | -4 | -3
Cn1c(/N=C/c2cc(Cl)ccc2O)nc2ccccc21 | 2 | -1
FC(F)(F)c1cccc(-c2nc3ccccc3n2C(c2ccccc2)c2nc3ccccc3[nH]2)c1 (stereo not drawn) | 1 | -2
COC(=O)[C@@]1(Cc2ccc(F)cc2)[C@H]2c3cc(C(=O)N4CCCC4)n(C[C@H](O)CO)c3C[C@H]2CN1C(=O)c1ccccc1 | 2 | -5
C[C@@H]1CN([C@H](C)CO)C(=O)c2c(c3ccccc3n2C)-c2ccccc2CO[C@H]1CN(C)Cc1ccc(F)cc1 | 1 | 9
C[C@@H]1CN([C@H](C)CO)C(=O)c2c(c3ccccc3n2C)-c2ccccc2CO[C@H]1CN(C)S(=O)(=O)c1ccc(C(F)(F)F)cc1 | 4 | 25*
C/C(=N\O)c1sc(-c2ccccc2)nc1C | 0 | 2
CCCN1CCC2(CC1)CN(Cc1ccc3c(c1)OCO3)[C@H](CO)c1[nH]c3cc(OC)ccc3c12 | -7 | 2
COc1cccc(CNC(=O)[C@H]2CCCN2C(=O)[C@H]2CCCN2C(=O)N2CCOCC2)c1 | -1 | -1
COc1ccc(-c2ccc([C@H]3[C@H](CO)N4C(=O)CN(C(=O)Cc5ccccn5)C[C@@H]34)cc2)cc1 | -1 | -1
COc1cc2c(c(OC)c1OC)[C@@]1(c3ccccc3)CCCCC[C@H]1[C@@H]2NC(=O)C(F)(F)F | 0 | 3
COc1cccc(NC(=O)N2[C@@H]3CNC[C@H]2C3c2ccc(/C=C/c3ccccc3)cc2)c1 (stereo partly drawn) | -1&-2 | 3
C[C@H]1CN([C@@H](C)CO)C(=O)c2cccc(NC(=O)CCCCCC(=O)Nc3ccccc3N)c2O[C@@H]1CN(C)S(=O)(=O)c1ccccc1 | 0 | 1
O=[N+]([O-])c1ccccc1S(=O)(=O)c1ccccc1[N+](=O)[O-] | -3 | 2
Cc1c(Cl)cccc1NC(=S)NCc1cccs1 | 5 | 7
COc1ccc(S(=O)(=O)N2CCCCCC2)cc1NC(=O)Cc1n[nH]c(=O)c2ccccc12 | 3 | -3
CCCNC(=O)N1CCC2(CC1)CN(Cc1ccc(F)cc1)[C@@H](CO)c1[nH]c3cc(OC)ccc3c12 | 4 | -2
CCCN1C[C@@H](C)[C@@H](OC)CN(C)C(=O)c2cc(NC(=O)NC3CCCC3)ccc2OC[C@H]1C | -3 | 8
CCOC(=O)C1(Cc2ccc(OC)cc2)CCN(C(=O)Cn2cnnn2)CC1 | 3 | -4
COC(=O)c1ccc(N2CN=C(c3ccc(C)cc3)NC2=S)cc1 | 4 | -2
O=C(COC(=O)c1ccc2[nH]c3c(c2c1)CCCC3)Nc1ccc(Cl)cc1Cl | 0 | -2
O=C(c1cccnc1)N1CC2(C1)[C@H](c1ccccc1)[C@H](CO)N2Cc1ccncc1 | -1 | 2
COCC(=O)N1C[C@@H](C)[C@H](OC)CN(C)C(=O)c2ccc(NC(=O)Nc3ccccc3)cc2OC[C@@H]1C | 11 | 12
C[C@H](CO)N1C[C@H](C)[C@@H](CN(C)S(=O)(=O)c2ccc([N+](=O)[O-])cc2)OCc2ccccc2-c2c(n(C)c3ccccc23)C1=O | -1 | 5
C[C@@H]1CN([C@@H](C)CO)C(=O)Cc2cc(NC(=O)CCCCCC(=O)Nc3ccccc3N)ccc2O[C@H]1CN(C)C(=O)Nc1ccccc1 | -6 | 0
CC(C)CN(C(=O)c1cccc(S(=O)(=O)N2CCN(C)CC2)c1)C1CCS(=O)(=O)C1 (stereo not drawn) | 0 | -1
COCCNC(=O)C(c1ccc(C)o1)N(CCOC)C(=O)Cn1nnc2ccccc21 (stereo not drawn) | -1 | -5
C/C=C/c1ccc([C@@H]2[C@H](CO)N(S(=O)(=O)CC)C23CN(C(C)=O)C3)cc1 | -2 | -2
COc1ccc(CN2CC3(C2)CN(C(=O)CN(C)C)[C@@H](CO)c2[nH]c4cc(OC)ccc4c23)cc1 | -7 | -2

Ordered by value in ERp5 inh (high to low): three from the list above.
Compound,ERp5 inh,SIRT5 inh
CCOC(=O)C1(Cc2ccc(OC)cc2)CCN(C(=O)Cn2cnnn2)CC1,3,-4
C/C=C/c1ccc([C@@H]2[C@H](CO)N(S(=O)(=O)CC)C23CN(C(C)=O)C3)cc1,-2,-2
C[C@@H]1CN([C@@H](C)CO)C(=O)Cc2cc(NC(=O)CCCCCC(=O)Nc3ccccc3N)ccc2O[C@H]1CN(C)C(=O)Nc1ccccc1,-6,0

Carrying on:
SMILES | ERp5 inh | SIRT5 inh
Cc1cccc(C)c1NC(=O)C(c1ccc(-c2ccccc2)cc1)n1c(=O)c(-c2cc3ccccc3[nH]2)nc2ccccc21 (stereo not drawn) | 2 | -1
CCCNC(=O)N1CC(=O)N2[C@H](CO)[C@H](c3ccc(-c4ccncc4)cc3)[C@@H]2C1 | -1 | -1
COc1cccc(C(=O)N[C@@H](Cc2cccnc2)C(=O)N2CCC[C@H]2C(=O)NCc2ccccc2)c1 | 3 | 2
CCCCn1nnnc1C(c1cc2ccccc2o1)N1CCOCC1 (stereo not drawn) | 8 | -3
COc1ccc2c3c(n(C)c2c1)[C@@H](CO)N(C(=O)C1CCOCC1)CC31CCN(C(=O)Nc2cccc(F)c2)CC1 | -2 | 3
O=C(C[C@H]1C[C@H]2c3cc(NC(=O)NC4CCCC4)ccc3O[C@H]2[C@@H](CO)O1)NCc1ccccn1 | 0 | -1
C/C=C/c1ccc(C2[C@H]3CNC[C@@H]2N3Cc2cccc(C(F)(F)F)c2)cc1 (stereo partly drawn) | 3 | 5
CCCNC(=O)N1CC2(CN(S(C)(=O)=O)C2)c2c(n(C)c3cc(OC)ccc23)[C@H]1CO | 6 | -2
O=C(C1CCCC1)N1CC2(C1)[C@H](c1ccccc1)[C@@H](CO)N2Cc1cncnc1 | -3 | -8
COc1ccccc1C(=O)NCC[N+](C)(C)C | 5 | -4
O=C(Cc1cccnc1)N1CC(=O)N2[C@H](CO)[C@@H](c3ccc(C4=CCCCC4)cc3)[C@@H]2C1 | 21 | -1
O=C(c1cccc(F)c1)N1CC(=O)N2[C@H](CO)[C@H](c3ccc(C#Cc4ccc(F)cc4)cc3)[C@@H]2C1 | 15 | 2
CCCC(=O)N1CC2(CN(Cc3cccnc3)C2)c2c([nH]c3cc(OC)ccc23)[C@H]1CO | 4 | -2
COC(=O)[C@@]1(C(C)C)N=C(c2cc(OC)c(OC)c(OC)c2)[C@]2(O1)C(=O)Nc1ccc(F)cc12 | 0 | -1
CC(C)C#Cc1cnc2c(c1)C(=O)N([C@@H](C)CO)C[C@@H](C)[C@@H](CN(C)C(=O)c1ccccc1)O2 | -6 | -1
O=C(C1=C(O)C(=O)N(CCN2CCOCC2)C1c1cccc([N+](=O)[O-])c1)c1cccs1 (stereo not drawn) | 1 | -1
CN(C)CC(=O)N1CC2(C1)[C@H](c1ccccc1)[C@H](CO)N2S(C)(=O)=O | 2 | -4
COc1ccc(C(C(=O)NC(C)(C)C)n2c(-c3ccc(-c4ccccc4)cc3)nc3ccccc32)cc1 (stereo not drawn) | 2 | 4
CCCCCCN1CCN(C2CN(Cc3cn(Cc4ccc(C)cc4)nn3)S(=O)(=O)C2)CC1 (stereo not drawn) | -7 | -2
CCCC#Cc1ccc([C@@H]2[C@H]3CN(C(=O)CN4CCOCC4)CC(=O)N3[C@H]2CO)cc1 | -4 | -1
CN1c2ccc(C#Cc3cccnc3)cc2[C@@H]2[C@@H](CCN2C(=O)C2CCC2)[C@H]1CO | 1 | -6
CCC(=O)N1[C@H](CO)[C@H](c2ccccc2-c2ccccc2)[C@@H]1C#N | -4 | 0
O=C(C1CCCC1)N1CC(=O)N2[C@H](C1)[C@H](c1ccc(Br)cc1)[C@@H]2CO | -1 | -5
COCC#Cc1ccc([C@H]2[C@H]3CN(C(=O)Nc4ccc(F)cc4)CC(=O)N3[C@H]2CO)cc1 | -6 | -4
CN1[C@@H]2c3ccc(/C=C/c4ccccc4)c(=O)n3C[C@H]1[C@H](CO)[C@H]2C(=O)NC1CCCC1 | 1 | -108
CC(C)C[C@@H]1COc2cccc(N3CCC[C@H]3CO)c2S(=O)(=O)N1 | 7 | -7
COCC(C)OC(=O)/C(C#N)=C\c1coc2ccc(C)cc2c1=O (stereo not drawn) | -3 | 3
C[C@@H]1CN([C@@H](C)CO)C(=O)c2cccc(NC(=O)CCCCCC(=O)Nc3ccccc3N)c2O[C@@H]1CN(C)C(=O)Nc1ccc(C(F)(F)F)cc1 | 1 | 5
CCOC(=O)[C@]12CCCC=C1N(CCc1ccc(OC)c(OC)c1)C(=O)[C@H](CC(=O)NCCc1ccccc1OC)C2 | 4 | 1
CC(C)c1nc(Cl)c(C#N)c2c1CCCC2 | 1 | -1
C[C@@H]1CN([C@@H](C)CO)C(=O)c2ccccc2-c2ccccc2CO[C@@H]1CN(C)C(=O)c1cc(Cl)cc(Cl)c1 | -8 | 2
CCS(=O)(=O)Nc1ccc2c(c1)C(=O)N(C)[C@H]1CC[C@H](CC(=O)Nc3ccccc3C)O[C@@H]1CO2 | 6 | -1
Cc1cc(Br)cn2c(Cc3ccccc3C(F)(F)F)c(-c3ccco3)nc12 | 7 | -4
C/C=C/c1ccc([C@@H]2[C@@H](CO)N(C(=O)CN(C)C)C23CN(C(=O)C2CCC2)C3)cc1 | 4 | -5
CCCC#Cc1ccc([C@@H]2[C@H](CO)N3C(=O)CN(S(=O)(=O)Cc4ccccc4)C[C@@H]23)cc1 | -4 | -2
CN(C)CC#Cc1ccc([C@@H]2[C@@H](CO)N3C(=O)CN(C(=O)Cc4cccnc4)C[C@@H]23)cc1 | 0 | 1
CN(C)C(=O)c1cccc(-c2ccc3c(c2)[C@H]2[C@H](CCN2C(=O)C2CCCC2)[C@H](CO)N3)c1 | 2 | 4
Cc1cc(/C=N/Nc2ccc([N+](=O)[O-])cn2)c(C)n1-c1ccc(C(=O)O)cc1 | 6 | 32*
O=C1NC[C@H](Cc2ccccc2)N(C[C@@H]2CCCN2C[C@H](Cc2ccc(O)cc2)N2C[C@H](Cc3ccccc3)N(CC3CCCCCC3)C(=O)C2=O)C1=O | -2 | 4
CCCCCC(=O)N/N=C/c1cccs1 | 3 | 1
O=C(CSc1nc2ccccc2c(=O)n1-c1ccc(F)cc1)Nc1ccc(N2CCOCC2)cc1 | 4 | 0
C[C@@H]1CN([C@@H](C)CO)C(=O)c2c(c3ccccc3n2C)-c2ccccc2CO[C@@H]1CN(C)Cc1ccc(C(F)(F)F)cc1 | -1 | 6
COc1ccc2c3c([nH]c2c1)[C@H](CO)N(C(C)=O)CC31CN(Cc2cc(-c3ccccc3)on2)C1 | -5 | 2

Molecules above containing an NH in an aromatic ring:
SMILES | ERp5 inh | SIRT5 inh
COc1ccc2c3c([nH]c2c1)[C@H](CO)N(Cc1ccccc1F)CC31CCN(C(=O)C2CCOCC2)CC1 | -3 | -1
FC(F)(F)c1cccc(-c2nc3ccccc3n2C(c2ccccc2)c2nc3ccccc3[nH]2)c1 (stereo not drawn) | 1 | -2
CCCN1CCC2(CC1)CN(Cc1ccc3c(c1)OCO3)[C@H](CO)c1[nH]c3cc(OC)ccc3c12 | -7 | 2
COc1ccc(S(=O)(=O)N2CCCCCC2)cc1NC(=O)Cc1n[nH]c(=O)c2ccccc12 | 3 | -3
CCCNC(=O)N1CCC2(CC1)CN(Cc1ccc(F)cc1)[C@@H](CO)c1[nH]c3cc(OC)ccc3c12 | 4 | -2
O=C(COC(=O)c1ccc2[nH]c3c(c2c1)CCCC3)Nc1ccc(Cl)cc1Cl | 0 | -2
COc1ccc(CN2CC3(C2)CN(C(=O)CN(C)C)[C@@H](CO)c2[nH]c4cc(OC)ccc4c23)cc1 | -7 | -2
Cc1cccc(C)c1NC(=O)C(c1ccc(-c2ccccc2)cc1)n1c(=O)c(-c2cc3ccccc3[nH]2)nc2ccccc21 (stereo not drawn) | 2 | -1
CCCC(=O)N1CC2(CN(Cc3cccnc3)C2)c2c([nH]c3cc(OC)ccc23)[C@H]1CO | 4 | -2
COc1ccc2c3c([nH]c2c1)[C@H](CO)N(C(C)=O)CC31CN(Cc2cc(-c3ccccc3)on2)C1 | -5 | 2
